PLC-beta3 inh: human PLC-beta3 inhibitors, primary screen, biochemical, fluorescence; Purified PLC-beta3, fluorogenic substrate; 1-phosphatidylinositol 4,5-bisphosphate phosphodiesterase beta-3 (Homo sapiens), Q01970; actives 0.18% (n = 370,000); AID 720704, 2013; inhibition, % at 12.2 µM; in the data active = inhibition above about 11%;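 also: 0% = median of compound wells on plate and 100% = full blocker control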
Target sequence (Q01970 whole entry, looked up): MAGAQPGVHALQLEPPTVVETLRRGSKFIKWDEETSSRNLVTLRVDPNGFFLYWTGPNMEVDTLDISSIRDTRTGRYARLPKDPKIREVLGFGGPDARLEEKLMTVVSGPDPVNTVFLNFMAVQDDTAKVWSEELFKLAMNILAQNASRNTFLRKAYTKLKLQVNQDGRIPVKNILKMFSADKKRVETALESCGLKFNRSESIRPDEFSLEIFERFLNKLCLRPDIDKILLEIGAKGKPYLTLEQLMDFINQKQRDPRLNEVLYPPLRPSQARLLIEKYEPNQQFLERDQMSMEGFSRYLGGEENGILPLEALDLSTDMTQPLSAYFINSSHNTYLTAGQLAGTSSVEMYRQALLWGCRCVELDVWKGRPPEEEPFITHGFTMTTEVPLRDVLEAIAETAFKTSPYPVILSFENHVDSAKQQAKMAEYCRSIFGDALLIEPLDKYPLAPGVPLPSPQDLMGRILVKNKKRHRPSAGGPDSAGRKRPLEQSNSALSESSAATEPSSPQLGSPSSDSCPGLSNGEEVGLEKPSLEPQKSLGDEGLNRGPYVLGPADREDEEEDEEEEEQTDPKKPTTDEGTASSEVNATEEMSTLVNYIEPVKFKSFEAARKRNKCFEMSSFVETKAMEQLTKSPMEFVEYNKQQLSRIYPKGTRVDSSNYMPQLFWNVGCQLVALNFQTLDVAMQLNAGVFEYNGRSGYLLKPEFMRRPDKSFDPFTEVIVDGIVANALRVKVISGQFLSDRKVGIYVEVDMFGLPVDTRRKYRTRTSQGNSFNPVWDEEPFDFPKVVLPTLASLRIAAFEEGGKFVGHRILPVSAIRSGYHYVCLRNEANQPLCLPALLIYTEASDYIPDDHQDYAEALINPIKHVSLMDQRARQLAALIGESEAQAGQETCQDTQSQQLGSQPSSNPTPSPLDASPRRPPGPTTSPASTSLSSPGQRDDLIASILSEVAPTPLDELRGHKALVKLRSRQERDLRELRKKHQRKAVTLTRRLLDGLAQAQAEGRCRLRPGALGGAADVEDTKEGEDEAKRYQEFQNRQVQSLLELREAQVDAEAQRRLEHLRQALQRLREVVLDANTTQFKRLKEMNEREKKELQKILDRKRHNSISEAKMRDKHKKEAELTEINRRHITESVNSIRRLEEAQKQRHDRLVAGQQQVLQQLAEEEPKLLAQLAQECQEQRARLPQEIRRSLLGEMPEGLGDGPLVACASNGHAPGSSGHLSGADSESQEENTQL
ssDAF12 agonist: S. stercoralis DAF-12 nuclear receptor activators, primary screen, cell-based, luminescence, HEK293, GRIP1 co-expression, lit1-tk-luc; HEK293 ssDAF-12/GRIP1 lit1-tk-luc reporter; % of 3 µM dafachronic acid response; Nuclear hormone receptor DAF-12 (Strongyloides stercoralis); activation, % at 6.8 µM; actives 1% (n = 370,000);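 active = activation above the mean over all tested compounds plus 3 SD, cut at about 0.9% in these data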;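 also: 0% = DMSO-only wells and 100% = 3 µM delta7-dafachronic acid wells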
SMARCA2 act: SMARCA2 (BRM) function activators, primary screen, cell-based, luminescence, high throughput; MG213 cells, MMTV-luciferase reporter, dexamethasone, overnight; activation, % at 9.1 µM; actives 1% (n = 370,000); in the data active = activation above about 7.8%;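 also: 0% = vehicle wells and 100% = reference activator wells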
hgDAF-12 ag: H. glycines DAF-12 receptor agonists, primary screen, cell-based, luminescence, HEK293, GAL4 fusion, UAS-luciferase; HEK293 GAL4-hgDAF12 UAS-luciferase reporter, agonist luminescence; normalized to butyrate control; activation, % at 6.8 µM; actives 1.8% (n = 370,000); AID 687014, 2013;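 active = activation above a cutoff set at the mean of all screened compounds plus 3 SD, cut at about 10% in these data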;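 also: 0% = DMSO wells and 100% = sodium butyrate wells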
Rev-erbA mod: modulators of Rev-erb alpha DNA binding, primary screen, biochemical, FITC-DNA, fluorescence polarization, uHTS | Nuclear receptor subfamily 1 group D member 1 (Homo sapiens), P20393 | Rev-erbα–FITC-DNA binding, 90 min | activity, % at 10 µM | actives 0.79% (n = 370,000);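 active = activity above about 14%, limit read from the data; passing the limit was not always enough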;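 also: 0% = DMSO wells with 35 nM protein and 100% = DMSO wells with 750 nM protein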
DAX1 inh-1: DAX1 (NR0B1) inhibitors, primary screen, cell-based, HEK293, Gal4-DAX1, luciferase luminescence. Nuclear receptor subfamily 0 group B member 1 (Homo sapiens), P51843. actives 0.99% (n = 340,000). HEK293 Gal4-DAX1 luciferase reporter. AID 504766, 2011. inhibition, % at 6.75 µM;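 active = inhibition above the mean over all tested compounds plus 3 SD, cut at about 4.2% in these data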;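 also: 0% = DAX1-transfected cells with DMSO and 100% = empty-vector control cells with DMSO; inhibition shows as a rise in luminescence from relieved DAX1 repression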
PG9 binder: binders of HIV-1 gp120 antibody PG9, primary screen, biochemical, TR-FRET | AID 624416, 2012 | inhibition, % at 6.7 µM | HIV-1 gp120 / PG9 antibody interaction | TR-FRET gp120-PG9 antibody binding | actives 0.43% (n = 360,000); in the data active = inhibition above about 8.5%
FXN GAA850 act: FXN promoter activators, primary screen, cell-based, luciferase luminescence, HEK293 lucGAA850. HEK293 lucGAA850 FXN promoter luciferase reporter, 24 h; percent of 10 µM SAHA response. activation, % at 6 µM. actives 0.56% (n = 360,000). AID 540364, 2011;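 active = activation above the average of all compounds screened plus 3 SD, cutoff fixed separately per campaign, cut at about 7.5% in these data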;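 also: 0% = DMSO wells and 100% = 10 µM SAHA wells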
DAX1 inh-2: DAX1 (NR0B1) inhibitors on StAR promoter, primary screen, cell-based, luminescence, SF-1 (NR5A1), full-length DAX-1 | AID 652010, 2013 | HEK293T StAR-luciferase reporter, SF-1/DAX-1 repression relief | actives 1.1% (n = 370,000) | inhibition, % at 6.8 µM;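 active = inhibition above the mean over all tested compounds plus 3 SD, cut at about 3.6% in these data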;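 also: 0% = DAX-1 cells with DMSO and 100% = cells lacking DAX-1 with DMSO; higher inhibition means more luminescence from relief of DAX-1 repression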
hcDAF-12 act: H. contortus DAF-12 nuclear receptor activators, primary screen, cell-based, luminescence, HEK293, lit1-tk-luc reporter | HEK293 hcDAF-12 lit1-tk-luc reporter; 0% DMSO, 100% Δ7-dafachronic acid | activation, % at 6.8 µM | AID 652067, 2013 | actives 1.4% (n = 370,000);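 active = activation above the mean of all tested compounds plus 3 SD, cut at about 5.5% in these data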;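 also: 100% = response to 3 µM Δ7-dafachronic acid high control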
HGIII-sPLA2 inh: human group III sPLA2 inhibitors, primary screen, biochemical, QFRET, BODIPY PC-A2 liposome substrate; Group 3 secretory phospholipase A2 (Homo sapiens), Q9NZ20; QFRET BODIPY PC-A2 liposome hydrolysis, fluorescence; inhibition, % at 12.2 µM; actives 0.56% (n = 370,000); AID 743126, 2013;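 active = inhibition above mean plus 3 SD of compounds lying within the high and low control bounds, cut at about 19% in these data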;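 also: 0% = median of test compound wells and 100% = no enzyme DMSO wells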
The depositor's hits bear a star; i = inactive; · = not tested or not shown.

SMILES	PLC-beta3 inh	ssDAF12 agonist	SMARCA2 act	hgDAF-12 ag	Rev-erbA mod	DAX1 inh-1	PG9 binder	FXN GAA850 act	DAX1 inh-2	hcDAF-12 act	HGIII-sPLA2 inh
CC(=O)C1=CCC(c2ccccc2)N(Cc2ccccc2)C1 (stereo not drawn)	-3	-0.8	-1	-2.5	12	·	-0.1	·	-2.0	-1.6	-2
Cc1c(NC(=O)C2(c3ccccc3)CCOCC2)c(=O)n(-c2ccccc2)n1C	5	-1.0	0	-2.7	-7	0.9	0.0	-0.9	-0.5	0.2	2
CCOc1ccccc1Nc1ncccc1C(=O)N1CCCC1	1	-0.8	-2	-1.7	-2	-1.7	-0.4	-0.8	-0.9	-0.5	2
C/C(=N/NC(=O)c1ccc(C(C)(C)C)cc1)c1ccccn1	-5	-1.0	-3	1.9	-2	1.5	0.9	-0.4	-0.3	0.6	3
O=C(CSc1nnc(-c2cccc(S(=O)(=O)N3CCCCC3)c2)o1)c1ccc[nH]1	-3	-0.8	-3	1.0	2	-0.6	-2.8	0.1	0.0	-1.4	-22
O=C(Nc1nccs1)c1ccc(COc2c(F)c(F)cc(F)c2F)cc1	-2	-1.3	2	3.0	4	-0.3	-1.6	-1.5	0.8	1.2	11
COc1ccccc1/C=N/NC(=O)c1ccccc1Cl	4	-1.2	1	4.3	6	1.1	-1.5	1.1	-0.4	1.8	-1
Cc1ccc2nc(Nc3ccccc3O)nc(-c3ccccc3)c2c1	-2	-1.8	-1	-3.5	3	1.1	-0.6	0.9	-0.2	-2.5	-14
CCOc1cc(CNc2ccc(OC)cc2)cc(Br)c1OCC(=O)NC(C)(C)C	1	-1.4	-3	-2.7	2	0.8	-2.0	-1.4	-1.2	-2.5	11
COc1cccc(CN(CC(=O)NCc2ccco2)C(=O)CNS(=O)(=O)c2ccccc2)c1	-2	-1.3	-1	-2.0	-1	0.3	-1.3	0.6	0.5	-1.1	-2
O=C(/C=C/c1ccccc1)NC(=S)Nc1ccccc1O	-2	-1.1	0	4.3	1	0.0	-0.6	2.3	-0.4	1.4	7
COc1ccc(Sc2cccc(Cl)c2)c(C(=O)O)c1	-8	-0.5	1	0.9	-2	·	0.5	·	-0.5	1.9	-3
O=C(Nc1c(-c2ccc(F)cc2)nc2ncccn12)c1ccc(F)cc1	-369	-1.4	-2	-1.7	2	·	·	·	-0.8	-2.1	0
Nc1ccccc1NC(=O)c1ccccc1N	i	-0.3	0	5.0	-3	-0.2	1.0	1.7	0.5	0.2	1
C#CCNC(=O)C[C@H]1C[C@@]2(C(=O)OC)C(=C[C@H](COCc3ccccc3)O[C@@H]2C)N(CCc2ccc(OC)c(OC)c2)C1=O	2	-1.9	-3	0.0	4	·	·	·	-0.7	-1.2	-2
O=C(O)CSc1nnc(CNc2cccc(C(F)(F)F)c2)n1Cc1ccco1	-7	-0.8	3	1.7	-3	1.2	-3.3	2.5	0.0	0.2	-9
C=CCNCCOc1ccccc1-c1ccccc1	5	-1.9	3	0.5	7	-0.1	-2.4	-3.1	-0.3	-1.1	-6
N#CC1=C(Nc2ccccc2)SC=C(c2ccc(Cl)c(Cl)c2)N=C1N1CCOCC1	-9	-0.2	0	6.6	-1	-0.1	-1.5	-0.5	-0.9	4.0	-3
Cc1cc2c(n1-c1ccc(Br)cc1)CC(C)(C)CC2=O	-2	-1.2	-2	-1.1	0	1.2	-0.6	1.6	-1.8	-2.3	-24
CCCCN(CCCC)S(=O)(=O)c1ccc(OC)c2ncccc12	3	-1.2	-4	-2.5	2	-1.1	-4.2	0.7	0.3	-1.5	-2
COc1ccc(C(=O)N2CCCCC2c2cc(C(=O)Nc3cccc(C#N)c3)no2)cc1 (stereo not drawn)	4	-1.6	-2	3.4	4	·	-1.3	-0.3	-2.6	-0.7	3
O=C1CC(c2ccccc2)n2nc(NC(=O)c3ccccn3)nc2N1 (stereo not drawn)	0	-1.1	4	0.1	2	0.3	0.9	1.4	-0.2	0.8	-8
CCCCC1(C(=O)OCC)CC(CSC(=N)N)OC1=O (stereo not drawn)	3	-0.2	-3	-0.1	2	0.1	-1.7	2.7	0.4	0.5	3
OCCN1CNC(=S)NC1	-7	-1.9	-1	-0.4	-1	0.9	-0.5	-2.2	0.1	0.7	6
COc1ccccc1Oc1ccc(N/C=C2/CCCC2=O)cc1	-9	-1.0	2	2.6	3	-0.1	-3.4	-2.1	0.8	1.4	-5
COc1ccc(NC(=O)Nc2ccc(F)cc2F)cc1	2	1.1*	1	6.0	2	2.6	-1.6	7.2	1.4	2.5	1
CCOc1ccc(-n2c(Cc3cc(=O)[nH]c(=O)[nH]3)nnc2SCC)cc1	-1	-1.0	1	0.7	-4	1.3	0.3	-0.6	-0.2	0.5	-32
N=c1n(-c2ccccc2)c(O)cc(=O)n1-c1ccccc1	-3	-1.3	-3	-3.0	0	2.2	0.9	-2.3	-0.2	-1.7	4
COc1cc(SC)ccc1C(=O)N1CCN(c2ccccc2)CC1	3	-0.2	-1	-3.6	1	·	-0.1	-1.8	0.2	-1.9	-2
CC(=O)Nc1ccc(NC(=O)COC(=O)c2ccccn2)cc1	1	-1.6	1	-2.4	1	-0.2	-1.9	-2.4	-0.7	-0.6	4
COc1ccc(S(=O)(=O)Nc2ccccc2OC)cc1NC(=O)Cc1cccs1	4	-1.6	-3	-1.7	-2	-1.0	-0.3	-0.2	-0.9	-3.5	-7
CC(C(=O)N1CCCC1)c1ccc([N+](=O)[O-])cc1 (stereo not drawn)	1	0.0	0	3.2	-2	0.7	0.0	-0.4	0.1	0.3	-2
Cc1nc(N)nc(Cl)c1Cc1ccc(Cl)cc1	-2	-0.4	-6	-2.1	-6	-0.9	-1.8	5.5	-0.3	-2.4	5
Cc1ccc(CN(C)CC(=O)Nc2ccc3c(c2)CCC3)cc1	-3	-1.3	-1	-0.3	3	-0.3	-0.8	-0.3	0.2	0.0	-4
Nc1ccc2c3c(cccc13)C(=O)N(c1ccccc1)C2=O	i	-1.6	-1	-0.3	92*	-1.2	-4.7	0.7	-1.2	-0.1	-406
CCCCCCN1C(=O)CC(NC(=O)OCC2c3ccccc3-c3ccccc32)C/C=C\C1C(C)C (stereo not drawn)	-3	-0.3	3	1.3	1	0.2	0.8	-1.8	0.5	-2.9	-9
Cn1c(=O)c2c(SCc3cccc(C(F)(F)F)c3)nc(-c3ccco3)nc2n(C)c1=O	-1	-1.5	8	2.4	0	-0.3	-1.6	1.0	1.2	-0.2	6
O=C(CCN1CCCCC1=O)NC1CCCc2c1cnn2-c1ccccc1F (stereo not drawn)	-2	-1.1	-1	-1.9	6	0.6	-0.1	-0.4	-0.5	-2.1	1
CCOC(=O)c1c(C)nc2c(c1-c1cc(OC)c(OC)c(OC)c1)C(=O)c1ccccc1-2	7	-0.6	-3	-5.9	-7	1.1	-1.2	-0.5	0.7	4.9	-1
O=C(Nc1ccccn1)NC12CC3CC(CC(C3)C1)C2	0	-1.3	0	0.9	-3	0.2	-2.5	0.1	0.1	-0.1	-9
O=C(Cn1ncc(Cl)c(Cl)c1=O)Nc1ccc2c(c1)OCO2	-5	-1.3	-11	-0.9	0	1.9	0.1	11*	-3.0	-0.8	-5
Cc1nn(-c2ncc(C(F)(F)F)cc2Cl)c(=O)n1-c1ccccc1Cl	4	-1.4	1	-1.6	-3	-0.6	-1.1	-2.0	-1.0	-2.7	1
COC1OC2COC(c3ccccc3)OC2C2OC12 (stereo not drawn)	0	-1.2	0	0.4	-4	-0.2	0.1	1.6	0.3	-2.2	4
C#CCOc1ccccc1CNC1CCN(Cc2ccccc2)CC1	-4	-0.4	4	0.1	-7	0.6	-0.7	0.9	0.2	0.8	0
Cc1ccc(S(=O)(=O)N2CCN(C(=O)CSC(=S)N3CCCC3)CC2)c(C)c1	-2	-1.2	0	-0.4	8	0.3	-0.1	-0.6	-0.1	-2.0	-8
O=C(N/N=C1\CCSc2ccc(F)cc21)c1cccnc1	-13	-0.6	-1	-2.0	0	0.6	-0.9	1.2	0.4	0.7	7
COc1ccc(Cc2nnc(Nc3ccc(C)cc3C)[nH]c2=O)cc1	3	-1.2	-3	-1.4	1	0.4	-0.3	-0.5	-0.1	-1.7	1
O=C(CSc1nc2ccccc2c(=O)[nH]1)Nc1ccc(Br)cc1	-13	-0.9	-2	1.3	5	0.9	0.3	0.3	-0.3	-1.0	1
CC1=CC=CN2C1=NC(=O)CC2(C)C(=O)N(CC(=O)NC1CCCC1)Cc1ccccc1 (stereo not drawn)	-194	-1.4	3	0.7	4	0.4	-0.7	1.9	0.1	-0.5	-4
CN1CCN(C(=O)c2ccc(CN3CCOCC3)cc2)CC1	-1	-1.3	-4	-2.3	2	-1.1	0.8	-0.9	-0.4	-3.0	6
Nc1ncc(Br)cc1S(=O)(=O)NCCC(=O)N1CCN(c2ccccc2)CC1	-1	-1.4	-1	-0.9	1	-0.1	-1.6	-1.1	0.0	-2.5	-10
O=C(NCc1cc(C(F)(F)F)cc(C(F)(F)F)c1)C1CC(c2c(Cl)cccc2Cl)=NO1 (stereo not drawn)	-4	-1.5	-1	-1.3	8	-0.1	-0.4	-1.5	-0.3	-2.4	1

Complete entries as entered above. Screens in order: PLC-beta3 inh | ssDAF12 agonist | SMARCA2 act | hgDAF-12 ag | Rev-erbA mod | DAX1 inh-1 | PG9 binder | FXN GAA850 act | DAX1 inh-2 | hcDAF-12 act | HGIII-sPLA2 inh
Nc1ncc(Br)cc1S(=O)(=O)NCCC(=O)N1CCN(c2ccccc2)CC1 is entered as -1 | -1.4 | -1 | -0.9 | 1 | -0.1 | -1.6 | -1.1 | 0.0 | -2.5 | -10
O=C(NCc1cc(C(F)(F)F)cc(C(F)(F)F)c1)C1CC(c2c(Cl)cccc2Cl)=NO1 (stereo not drawn) is entered as -4 | -1.5 | -1 | -1.3 | 8 | -0.1 | -0.4 | -1.5 | -0.3 | -2.4 | 1
CN1CCN(C(=O)c2ccc(CN3CCOCC3)cc2)CC1 is entered as -1 | -1.3 | -4 | -2.3 | 2 | -1.1 | 0.8 | -0.9 | -0.4 | -3.0 | 6

Screening data as filed in PubChem.

The order is random (roughly 7% active in at least one column).
